Source: PubChem BioAssay (several laboratories)
bCat nuc transl = alters nuclear translocation of beta-catenin in HeLa cells. immunofluorescence imaging. nuclear translocation activity, % at 5 µM. 190,000 tested, 0.3% active. AID 1665;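 active means nuclear translocation activity above 50% at 5 µM, with a well cell count of 50 or more; inconclusive means wells under 50 cells across six images, flagged as toxic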;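 further: per-cell ratio of nuclear to cytoplasmic median beta-catenin stain intensity; plate controls were DMSO negative control for no effect and GSK-3 inhibitor IX positive control for full effect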
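Test system: HeLa cells, endogenous beta-catenin; Compound: single 5 µM dose plus 0.02–20 µM confirmation series; Times: compound exposure 24 h at 37°C; Signal: fluorescence imaging of beta-catenin antibody stain plus DAPI; Read-out: % activation, nuclear-to-cytoplasmic median beta-catenin signal ratio per cell.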
West Nile antiviral = inhibition of WNV-induced cytopathic effect – cell-based, CPE readout (AID 1621). West Nile virus-infected cells, CPE inhibition; higher % means a stronger effect. CPE inhibition, % at 10 µM; hits with a dose series show IC50 in µM. 290,000 tested, 0.02% active; in the data active means a potency from the dose series; inconclusive means CPE inhibition mostly from about 3.7% at the one dose, without a potency; inactive means the rest, 99 in 100 with CPE inhibition below about 2.2%; further: strong numbers were not always called active
Myeloid diff MLP = promotes myeloid progenitor differentiation; ER-HoxA9 myeloid progenitors, lysozyme-GFP differentiation, flow cytometry; calls only at 10 µM; 360,000 tested, 1% active; AID 624256;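 active means normalized GFP-positive differentiation at or above the plate's own cutoff, the solvent-only control mean plus 3 SD; inconclusive means no clear call, values can overlap the other calls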;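 further: cells exposed to compound for four days before flow analysis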
T cell HTS = modulates CD8 T cell binding to vesicles; calls only at 7 µM; 2C CD8+ T cell-vesicle binding, flow cytometry; hits give low values; AID 2052; 330,000 tested, 0.068% active;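 active means response, share of CD8 T cells binding vesicles, and their 90th percentile fluorescence all below set limits, cut at about 80% in these data, passing the limit was not always enough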
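Assay system: 2C TCR transgenic mouse naive CD8+ T cells, MACS-purified | Read-out: CD8+ gate FL2 mean fluorescence as % of same-row positive control | Signal: High-throughput flow cytometry with anti-B7-1 and anti-CD8 staining | Timing: Binding step 1.5 h, 37 °C, antibody labelling 20 min, ice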
MgcRacGAP inhibition = MgcRacGAP GTPase-activating activity inhibitors, confirmation, biochemical, ADP Hunter fluorescence. MgcRacGAP-stimulated Rac1 GTP hydrolysis, ADP Hunter fluorescence; higher % means a stronger effect; GST-tagged Rac1 F28L mutant substrate. one-dose inhibition, % at 30 µM; IC50 in µM for titrated hits. 340,000 tested, 0.6% active. AID 624330;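 active means first-screen hits whose inhibition reached a set limit at any dose in the follow-up dose series; inconclusive means inhibition above the set first-screen limit but never retested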;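 further: fluorescence reports GDP produced by GAP-driven GTP hydrolysis; strong numbers were not always called active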
PhoP inhibition = inhibitors of PhoP regulon expression, primary screen, Salmonella Typhimurium, GFP reporter (AID 1863); S. Typhimurium PhoP-regulated promoter GFP reporter, 4 h; higher % means a stronger effect; inhibition, % at 50 µM, or IC50 in µM where a hit was titrated; 300,000 tested, 0.16% active;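 active means inhibition over 29.93%, a cutoff 3 SD above the screen mean, later confirmed by dose response; inconclusive means inhibition over 29.93% but no dose response follow-up; inactive means inhibition at most 29.93% or unconfirmed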;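 further: 0% = low Mg2+ inducing control and 100% = high Mg2+ repressing control; strong numbers were not always called active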
RSV CPE inhibition = inhibition of RSV-induced cytopathic effect – HEp-2 cells, primary 10 µM value included (AID 2391). HEp-2 cells, RSV-induced CPE inhibition; higher % means a stronger effect. CPE inhibition, % at 10 µM; hits with a dose series show IC50 in µM. 310,000 tested, 0.13% active; in the data active means a potency from the dose series; inconclusive means CPE inhibition mostly from about 23% at the one dose, without a potency; inactive means the rest, 99 in 100 with CPE inhibition below about 21%; further: strong numbers were not always called active
SV40 large T antigen = TAg ATPase/helicase activity blockers – biochemical (AID 1903) | SV40 large T antigen ATPase/helicase inhibition assay; higher % means a stronger effect | 310,000 tested, 0.39% active | inhibition, % at 20 µM; hits with a dose series show IC50 in µM; in the data active means a potency from the dose series; inconclusive means inhibition mostly from about 32% at the one dose, without a potency; inactive means the rest, 99 in 100 with inhibition below about 32%; further: strong numbers were not always called active
WT yeast gro inh = growth inhibition of WT yeast, mitochondrial fusion screen. mitochondrial fusion phenotypic screen, WT strain. 190,000 tested, 2.1% active. AID 1362. inhibition, % at 10 µM; in the data active means inhibition above about 58%; tested in S. cerevisiae
WT yeast gro inh mutant strain = recorded beside WT yeast gro inh, whose call it bears; inhibition, %; mitochondrial fusion phenotypic screen, mutant strain inhibition
bCat nuc transl cell count 5 µM = also measured in bCat nuc transl; calls as there; cell count; measured here: cell count, cytotoxicity flag
T cell HTS vesicle-bound % = recorded beside T cell HTS, whose call it bears; double positive events, %; measured here: CD8+ vesicle-bound cell fraction;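 binding gate set so that unloaded-vesicle control wells show 10% double positive cells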
Myeloid diff MLP GFP+ MAC1+ % = also measured in Myeloid diff MLP; calls as there; GFP+ MAC1+ double positive, %; measured here: differentiation confirmed by MAC1 staining
* = called active by the depositor; i = inactive; ? = inconclusive; · = not tested or not shown; + = active, no number. The order is random; 3.6% or so of the library scored in one or more.

SMILES | bCat nuc transl | bCat nuc transl cell count 5 µM | West Nile antiviral | Myeloid diff MLP | Myeloid diff MLP GFP+ MAC1+ % | T cell HTS | T cell HTS vesicle-bound % | MgcRacGAP inhibition | PhoP inhibition | RSV CPE inhibition | SV40 large T antigen | WT yeast gro inh | WT yeast gro inh mutant strain
O=C(c1ccncc1)N1c2ccccc2Sc2ccccc21 | -2.9 | 1068 | -1.4% | i | 0.8 | i | 25.8 | 2.6% | -4.6% | 1.7% | 1.1% | 2.9 | -5.9
COc1cc(C(=O)OCC(=O)Nc2nnc(-c3ccccc3)o2)cc(OC)c1OC | · | · | · | i | 0.3 | i | 10.5 | 5.3% | -8.0% | 0.8% | 8.1% | · | ·
CCn1c(CNC(=O)c2cccc(C)c2)nnc1SCC(=O)Nc1nnc(C)s1 | · | · | 0.4% | i | 0.3 | i | 17.5 | 7.8% | 0.4% | 1.5% | 6.0% | · | ·
CCOC(=O)N1CCN(C(=O)c2ccc3c(c2)sc2nc(-c4ccc(OC)cc4)cn23)CC1 | -0.7 | 1077 | -0.3% | i | 0.8 | i | 8.9 | 10.8% | 0.7% | 0.9% | 13.5% | -4.7 | 7.6
Cc1cccc(NC(=O)c2cccc(OC(=S)N3CCOCC3)c2)c1 | · | · | -0.8% | i | 0.4 | i | 15.0 | 9.2% | -3.0% | 15.1% | 10.1% | · | ·
O=C(OCC#CCSc1nnc(-c2ccc(Br)cc2)o1)c1cccs1 | 2.5 | 474 | -1.1% | i | 0.4 | i | 38.3 | 5.3% | 7.7% | 4.5% | 2.0% | 19.8 | -20.6
CCN1CCN(C(=O)c2ccc(N3CC4CC(C3)c3cccc(=O)n3C4)c([N+](=O)[O-])c2)CC1 (stereo unspecified) | 1.0 | 1087 | -0.5% | i | 0.4 | i | 24.5 | 6.2% | 1.0% | -0.4% | 25.8% | -5.0 | 31.3
CCN1CNC(=S)N(c2ccccc2OC)C1 | 5.1 | 1008 | 0.2% | i | 0.2 | i | 2.1 | 4.0% | 7.6% | 1.2% | 15.9% | -7.8 | -2.5
O=C(CC(=O)NCCc1ccccc1)NCCc1ccccc1 | · | · | 0.4% | i | 3.4 | i | 18.7 | 5.3% | 4.8% | 0.1% | 1.5% | · | ·
CCOC(=O)C1(Cc2cccc(F)c2)CCN(C2CCOCC2)CC1 | 1.6 | 1052 | -0.5% | i | 0.1 | i | 60.9 | 5.1% | -2.0% | 0.2% | 7.7% | 7.3 | 6.9
COc1ccccc1NS(=O)(=O)c1cccc(NC(=O)Nc2ccccc2)c1 | -1.7 | 991 | -1.8% | i | 1.0 | i | 54.5 | 2.8% | -4.5% | 15.0% | 25.3% | -3.0 | -13.9
CC(=O)NC1=NC(=O)CS1 | -1.7 | 1345 | -0.1% | i | 10.2 | i | 40.5 | 2.9% | -0.4% | 1.0% | 6.6% | -7.8 | -3.6
COc1ccc(C(=O)Nc2nc(CC(=O)NCc3ccc(F)cc3)cs2)cc1 | · | · | · | i | 0.8 | i | 6.3 | 6.0% | -7.2% | -1.5% | 15.4% | · | ·
CC1Oc2ccccc2C=C1/C=N/NC(=O)c1ccccc1O (stereo unspecified) | -2.8 | 1056 | ? | i | 0.5 | i | 52.9 | 11.0% | -6.1% | 1.6% | -3.2% | 71.3* | 41.4*
Cc1ccc(C)c(NS(=O)(=O)c2ccc(OCC(=O)NCC3CCCO3)cc2)c1 (stereo unspecified) | -1.2 | 966 | 0.1% | i | 0.2 | i | 33.9 | 7.0% | -2.8% | -2.0% | 1.9% | -7.5 | -5.1
Cc1ccc(CONC(=O)c2ccccc2)cc1 | 0.0 | 1268 | 0.0% | i | 0.2 | i | 35.6 | 3.8% | -1.6% | -0.4% | -0.4% | · | ·
CCCCCCCNC(=O)CN1N=C(c2ccc(C)cc2)CCC1=O | · | · | -1.4% | i | 0.6 | i | 33.4 | 11.0% | -6.2% | -0.4% | 13.5% | · | ·
Cc1cccc(CC(=O)NCCn2c(C)cc3ccccc32)c1 | -1.2 | 1001 | 0.3% | i | 3.7 | i | 25.4 | 3.0% | 2.1% | 3.2% | 11.3% | 1.4 | -22.4
CC(=O)c1c(C)[nH]c(C(=O)OCc2cc(=O)n3cc(Br)ccc3n2)c1C | · | · | · | i | 0.2 | i | 23.7 | 0.6% | · | -0.2% | · | · | ·
CCOC(=O)CNC(=O)c1cn(C)c(=O)c2cc(OC)c(OC)cc12 | 0.6 | 730 | 0.2% | i | 1.0 | i | 58.2 | 3.8% | -0.1% | -0.3% | 6.9% | 2.3 | -3.8
COc1ccc(N(C)S(=O)(=O)c2cccc(C(=O)Nc3nnc(C4CC4)s3)c2)cc1 | -2.3 | 1154 | 0.0% | i | 0.2 | i | 62.4 | 6.1% | -4.5% | 19.6% | -1.2% | -7.8 | -26.9
COc1ccc(-c2cc(-c3cccs3)nc3sc(C#N)c(N)c23)cc1 | -0.7 | 945 | -0.4% | i | 0.1 | i | 41.1 | 7.1% | -6.9% | 3.5% | 2.8% | 6.0 | -1.5
Cc1ccc(CN2C(=O)CCC2C(=O)NCCc2ccccc2)cc1 (stereo unspecified) | · | · | -0.6% | i | 0.6 | i | 25.0 | 4.3% | 9.4% | 1.1% | -2.8% | · | ·
Cn1ccnc1C1CCCCN1C(=O)c1cc(COc2ccc(F)cc2F)on1 (stereo unspecified) | -0.6 | 1326 | -1.3% | i | 0.4 | i | 46.5 | 5.8% | -9.8% | 0.2% | 3.6% | · | ·
OCCCNc1cc(-c2ccnc(Nc3cccc(Cl)c3)n2)ccn1 | ? | · | 13.3% | i | 7.2 | i | 22.9 | 2.4% | -6.5% | -4.6% | 3.0% | · | ·
COc1cccc(-c2nnc(NC(=O)c3ccc(S(=O)(=O)N4CC(C)OC(C)C4)cc3)o2)c1 (stereo unspecified) | · | · | · | + | 1.4* | i | 47.6 | 5.0% | 3.4% | -2.3% | -2.4% | -1.3 | -6.8
CN(C)CCCNc1nc(N)c([N+](=O)[O-])c(NCc2ccccc2)n1 | · | · | 0.3% | i | 0.5 | i | 20.0 | 10.5% | -6.2% | 0.1% | 22.5% | · | ·
CC(NC(=O)Cn1cccc1C(=O)c1ccccc1)c1ccccc1 (stereo unspecified) | · | · | -0.9% | i | 0.2 | i | 51.0 | 6.3% | 1.5% | 0.1% | 11.4% | · | ·
O=C(Nc1cccc(O)c1)C1CC(c2cccc(Br)c2)=NO1 (stereo unspecified) | · | · | -0.5% | i | 0.2 | i | 52.2 | 12.8% | 2.1% | 0.5% | 19.0% | · | ·
CCN(CC(=O)NCc1cccs1)C(=O)CCC(=O)c1ccc(C)cc1 | · | · | · | · | · | i | 54.7 | 4.6% | -9.3% | -1.1% | 7.3% | · | ·
COCCN(C(=O)COC(=O)c1ccc(C)o1)c1c(N)n(Cc2ccccc2)c(=O)[nH]c1=O | · | · | · | · | · | i | 50.2 | 4.9% | 9.5% | -1.9% | 2.5% | · | ·
CC(=O)c1sc(NC(=O)c2ccc(F)c(S(=O)(=O)N3CCOCC3)c2)nc1C | · | · | · | i | 0.2 | i | 41.7 | 4.9% | · | 2.5% | · | · | ·
Cc1ccc(C)c2c1cc(C)c1nnc(SCC(=O)Nc3nc4c(s3)CCCC4)n12 | 3.7 | 814 | -0.6% | i | 0.8 | i | 25.5 | 6.8% | 4.2% | 2.2% | 21.1% | -85.5 | -12.3
CCC(=O)N1CCc2cc(OC)c(OC)cc2C1COc1ccc(C(=O)OC)cc1 (stereo unspecified) | 0.2 | 1152 | 1.6% | i | 0.3 | i | 60.5 | 11.5% | 0.4% | 1.1% | -2.1% | 11.0 | 10.0
Cc1ccc(S(=O)(=O)N2CCC(C(=O)O)CC2)cc1 | -1.6 | 1132 | 0.2% | i | 0.8 | i | 27.3 | -7.4% | -8.7% | 1.7% | 23.9% | -5.0 | -2.8
CC1CCCCN1CCCNC(=O)c1cc(Br)c(Br)[nH]1 (stereo unspecified) | 1.2 | 1120 | 0.6% | i | 0.2 | i | 38.5 | 5.6% | 1.0% | -2.0% | 5.6% | 14.4 | 2.9
COC(=O)Nc1nnc(-c2ccc(OC)cc2)s1 | 1.4 | 1338 | -0.4% | i | 0.0 | i | 9.7 | 16.0% | 2.2% | · | 2.8% | · | ·
O=C(c1ccc(N2CCCC2=O)cc1)N1CCCCCC1 | 0.2 | 1330 | 0.4% | i | 0.8 | i | 22.1 | 5.4% | 17.7% | 0.4% | 6.0% | -3.8 | -9.2
CC(=O)Nc1nc(-c2ccc3c(c2)CC(C)N3C(=O)C2CC2)c(C)s1 (stereo unspecified) | · | · | -0.1% | ? | · | i | 19.3 | 1.5% | -2.6% | 8.4% | 6.9% | · | ·
CCOC(=O)c1sc2cccc(Cl)c2c1N | -1.3 | 560 | 1.0% | i | 0.8 | i | 36.8 | 5.1% | -1.1% | 8.3% | 1.1% | -13.7 | -0.5
COc1ccccc1N(CC(=O)N1CCCCCC1)S(C)(=O)=O | -1.3 | 1043 | 0.5% | i | 0.9 | i | 14.6 | 3.7% | 12.8% | -0.5% | 0.8% | 5.7 | -4.2
CC1CN(S(=O)(=O)c2ccc(C(=O)N(CCCN(C)C)c3nc4cc5c(cc4s3)OCCO5)cc2)CC(C)O1 (stereo unspecified) | · | · | · | i | 0.2 | i | 55.7 | 4.6% | 9.5% | 0.2% | 4.9% | · | ·
CCCCOc1ccc(-c2nc(-c3cccnc3)no2)cc1 | 1.3 | 1061 | 0.1% | i | 0.5 | i | 37.2 | 3.7% | 6.2% | 0.4% | -4.0% | 12.3 | 15.0
COc1cccc(N2CCN(C(=O)CN(c3cc(C)cc(C)c3)S(=O)(=O)c3c(C)noc3C)CC2)c1 | · | · | -0.3% | i | 0.5 | i | 31.5 | -5.0% | -7.2% | 3.2% | 10.6% | · | ·
Nc1nc(Cl)nc2c1ncn2C1CC(O)C(CO)O1 (stereo unspecified) | · | · | · | ? | · | i | 26.1 | 2.1% | -11.5% | -2.6% | 3.3% | · | ·
